procasp3 activ – activators of human procaspase-3 D3A mutant, primary screen, biochemical, absorbance, PC-3 D3A mutant, single concentration; recombinant procaspase-3 D3A, Ac-DEVD-pNA absorbance 405 nm; activation, % at 8.5 µM; AID 463141, 2010; Caspase-3 (Homo sapiens), P42574; 0.11% of 330,000 active;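 active = activation above the mean of all tested compounds plus 3 SD, cut at about 21% in these data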;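 note: 0% = DMSO alone and 100% = DMSO wells spiked with extra 5 µM PC-3 D3A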
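Assay system – Procaspase-3 D3A mutant, all three cleavage aspartates alanine · Controls – DMSO-only low control, 5 µM PC-3 D3A high control · Schedule – 1 h compound preincubation, 2 h substrate hydrolysis at 25 °C · Signal – 405 nm absorbance of p-nitroaniline, reads at 0 and 120 min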
AGP1 TOR yeast – modulators of AGP1-GFP expression in yeast TOR pathway, primary screen, cell-based, multiplex flow cytometry, S. cerevisiae, MLPCN library; 3 h; GFP as percent of DMSO wells; GFP response vs DMSO, % at 10 µM; 0.02% of 320,000 active; AID 2066, 2009;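 active = GFP response relative to DMSO above a set limit, near screen average plus 3 SD, cut at about 150% in these data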;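 note: median GFP channel fluorescence of the gated AGP1 strain per well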
RPL19A TOR yeast – RPL19A-GFP expression modulators in yeast, primary screen, cell-based, S. cerevisiae, multiplex flow cytometry, MLPCN. 0.3% of 330,000 active. S. cerevisiae RPL19A-GFP strain, 3 h; hits give low values. percent response vs DMSO, % at 10 µM;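 active = percent response vs DMSO below 50%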;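 note: median channel GFP fluorescence of the barcoded RPL19A-GFP strain; ratio of sample median GFP to plate DMSO average so 100% = DMSO; lower means less RPL19A-GFP as with rapamycin TOR inhibition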
LAP4 TOR yeast – modulators of LAP4-GFP expression in yeast, primary screen, S. cerevisiae, multiplex flow cytometry, MLPCN library. GFP response vs DMSO, % at 10 µM. 0.34% of 320,000 active. AID 2023, 2009. 3 h; median GFP as percent of DMSO wells;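 active = GFP response vs DMSO above a set limit, about the screen mean plus 3 SD, cut at about 150% in these data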
CIT2-GFP yeast – modulators of CIT2-GFP expression in yeast, primary screen, S. cerevisiae, GFP fusion, multiplex flow cytometry, MLPCN library; GFP response vs DMSO, % at 10 µM; AID 2029, 2009; S. cerevisiae CIT2-GFP strain, 3 h; 100 means same as DMSO wells; 0.065% of 320,000 active;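 active = GFP response relative to DMSO above a set limit, near the screen mean plus 3 SD, cut at about 150% in these data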;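 note: ratio of well median GFP fluorescence to mean of DMSO wells on the plate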
procasp7 counter – procaspase-7 activators, primary screen, counter-screen for procaspase-3 activator project, biochemical, absorbance, HTS, human; activation, % at 8.5 µM; recombinant procaspase-7, Ac-DEVD-pNA absorbance 405 nm; D23A/D198A/D206A triple mutant, cannot self-cleave; scale: DMSO 0, 5 µM enzyme 100; Caspase-7 (Homo sapiens), P55210; 0.093% of 330,000 active;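 active = percent activation above the screen-wide mean plus 3 SD, cut at about 25% in these data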
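Replicates: singlicate. Assay system: Procaspase-7 triple mutant (PC-7 D3A). Signal: 405 nm absorbance of p-nitroaniline. Times: 1 h preincubation, 2 h reaction. Buffer or medium: Zinc-free HEPES pH 7.4 with 300 mM NaCl, 0.01% Triton X-100. Also added: DEVD-pNA substrate. Benchmarks: DMSO wells as 0%, DMSO with 5 µM added PC-7 as 100%.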
AHR activator – AHR activators, primary screen, cell-based, luminescence, luciferase reporter, human. 2.5% of 320,000 active. AID 2796, 2010. AHR-responsive luciferase reporter cells. activation, % at 5 µM; in the data active = activation above about 47%;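 note: 0% = vehicle wells and 100% = reference agonist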
Target sequence (P35869 whole entry, looked up): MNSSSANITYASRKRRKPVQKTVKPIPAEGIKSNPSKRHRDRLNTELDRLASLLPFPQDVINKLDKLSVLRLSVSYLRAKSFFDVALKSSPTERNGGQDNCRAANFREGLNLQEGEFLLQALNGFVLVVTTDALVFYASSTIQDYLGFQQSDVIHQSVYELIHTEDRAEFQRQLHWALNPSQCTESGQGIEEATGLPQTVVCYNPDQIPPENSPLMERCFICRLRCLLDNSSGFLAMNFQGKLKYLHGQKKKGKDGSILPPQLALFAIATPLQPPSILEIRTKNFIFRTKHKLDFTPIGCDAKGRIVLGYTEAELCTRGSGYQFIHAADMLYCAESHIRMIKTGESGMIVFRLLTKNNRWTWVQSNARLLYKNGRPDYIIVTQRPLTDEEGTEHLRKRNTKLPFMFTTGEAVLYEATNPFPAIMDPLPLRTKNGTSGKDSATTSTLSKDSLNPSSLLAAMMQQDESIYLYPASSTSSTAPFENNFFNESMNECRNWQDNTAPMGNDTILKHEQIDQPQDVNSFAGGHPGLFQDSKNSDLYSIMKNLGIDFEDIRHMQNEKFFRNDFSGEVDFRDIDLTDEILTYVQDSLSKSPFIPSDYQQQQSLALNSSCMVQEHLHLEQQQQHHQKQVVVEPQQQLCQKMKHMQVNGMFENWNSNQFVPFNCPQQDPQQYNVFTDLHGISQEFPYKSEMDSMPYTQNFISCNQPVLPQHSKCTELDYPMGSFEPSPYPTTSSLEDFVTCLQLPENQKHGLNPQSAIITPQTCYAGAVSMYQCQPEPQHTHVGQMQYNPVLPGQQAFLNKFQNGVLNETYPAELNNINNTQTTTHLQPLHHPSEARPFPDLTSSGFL
MEP2 TOR yeast – modulators of MEP2-GFP levels in yeast, primary screen, S. cerevisiae, multiplex flow cytometry, MLPCN library; S. cerevisiae MEP2-GFP strain, 3 h; 100% = DMSO control level; GFP response vs DMSO, % at 10 µM; 0.51% of 330,000 active;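 active = GFP response versus DMSO above a set limit, roughly screen mean plus 3 SD, cut at about 180% in these data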;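 note: median GFP fluorescence of the barcode-gated MEP2-GFP cells per well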
Starred values were filed as active, the others as inactive; . = not tested or not shown.

Second line of a record – procasp3 activ, AGP1 TOR yeast, RPL19A TOR yeast, LAP4 TOR yeast, CIT2-GFP yeast, procasp7 counter, AHR activator, MEP2 TOR yeast
> O=C(CCC(=O)c1ccc(Cl)s1)Nc1ncccc1O
 : -1.3, 95.1, 91.5, 104.5, 94.6, 0.6, 6.6, 106.1
> O=S(=O)(Nc1nc2ccccc2nc1NCc1ccco1)c1ccc(F)cc1
 : -4.5, 106.7, 98.6, 104.9, 105.6, -13.3, 0.9, 96.7
> Cc1cccc(C(=O)Nc2cccc(C(=O)N/N=C/c3ccncc3)c2)c1
 : 4.4, 98.3, 103.0, 92.9, 108.3, -5.7, 16.7, 104.7
> CCNCc1cc(Cl)cc(OC)c1OC(C)C
 : -6.8, 105.7, 101.6, 117.5, 103.4, -7.2, -2.6, 78.5
> O=C1Nc2ccc(Br)cc2/C1=C/c1ccc(C(=O)O)cc1
 : 3.6, 98.7, 102.6, 98.5, 96.5, -1.1, 12.3, 97.1
> CSc1nsc(SCC(=O)Nc2cccc(NC(C)=O)c2)n1
 : -0.9, 96.1, 104.2, 96.9, 92.3, -2.1, 9.2, 100.3
> C/C(=C\c1ccc(C)o1)C(=O)c1c(C)cc(C)[nH]c1=O
 : -9.4, 100.8, 113.2, 88.0, 102.0, 3.9, 2.6, 107.5
> COc1ccc(S(=O)(=O)N2CCOC2CNC(=O)C(=O)NCc2ccncc2)cc1 (stereo not drawn)
 : 0.1, 102.8, 106.8, 95.7, 106.7, 9.3, -7.6, 104.0
> O=C(Nc1ccc(Cl)cc1)C1CCCN(c2cnccn2)C1 (stereo not drawn)
 : 5.0, 91.4, 95.5, 99.6, 92.2, 4.4, 5.8, 97.3
> O=C(CSc1nc(=O)n2ccccc2n1)NC1CCCCC1
 : -0.3, 105.0, 97.7, 111.6, 107.7, 1.1, 1.1, 97.3
> COc1ccc(OCc2cc(-c3ccc(Cl)cc3)no2)cc1
 : -0.7, 101.9, 94.5, 108.2, 83.1, 0.6, -1.5, 94.3
> CCCCc1nc(S(=O)(=O)c2ccc(Cl)cc2)c(N2CCOCC2)o1
 : 2.5, 103.9, 105.2, 112.3, 107.5, 10.8, 0.2, 108.6
> Nc1ncccc1OCc1cccc(C(F)(F)F)c1
 : -4.2, 104.0, 97.4, 104.5, 100.1, 5.7, -2.5, 100.2
> CCN1CCN(C(c2ccccc2)c2nnnn2Cc2ccc(OC)cc2)CC1 (stereo not drawn)
 : 11.9, 102.7, 99.9, 105.5, 101.4, 0.3, 0.0, 100.3
> COC(=O)c1[nH]c2cc(OC)ccc2c1NC(=O)CCN1CCN(c2ccccc2)CC1
 : -0.7, 107.4, 107.0, 101.1, ., 3.2, 2.5, 106.1
> COc1cc(/C=C2\C(=O)N(C)C(=S)N2C)ccc1O
 : -2.3, 103.4, 102.5, 106.2, 104.8, -9.7, -3.5, 106.7
> O=C(/C=C/c1ccc(Cl)c([N+](=O)[O-])c1)Nc1cccnc1
 : 11.8, 100.1, 104.4, 95.3, ., -3.0, 1.4, 104.5
> CC1CN(C(C)C)C(C)CC1OC(=O)c1ccccc1 (stereo not drawn)
 : ., 100.5, 101.4, 97.4, 103.2, ., ., 107.0
> Cc1ccc(CNS(=O)(=O)c2c(C)nc3scc(C)n3c2=O)cc1
 : -5.5, 98.2, 96.4, 92.0, 94.9, -7.0, 1.0, 95.0
> C/C(=N\NC(=O)COc1ccc(C)cc1C(C)C)c1ccc(-n2ccnc2)cc1
 : 1.8, 99.0, 92.3, 99.4, 97.0, -5.6, 38.6, 102.3
> COc1ccc(CCNC(=O)c2nnn(CC(=O)Nc3ccccc3C)c2N)cc1OC
 : -4.1, 106.2, 107.0, 106.0, 91.7, 10.7, 4.5, 106.1
> Cc1no[n+]([O-])c1COc1ccccc1/C=C1\NC(=S)NC1=O
 : -8.1, 94.7, 94.3, 99.0, 92.1, -2.2, 25.2, 92.3
> CC(C)C[C@H](NC(=O)C1(c2ccccc2)CCN(C(=O)[C@H]2CSCN2C(=O)OC(C)(C)C)CC1)C(=O)O
 : 0.9, 97.7, 96.4, 92.5, 93.2, 7.4, -4.7, 100.0
> CN(C)c1ccc(CNCCC2(O)CCOC(C)(C)C2)cc1 (stereo not drawn)
 : -0.4, 91.0, 93.7, 90.6, 90.5, -1.3, -4.1, 94.0
> Cc1ccc(C)c(NC(=O)c2cnn(-c3ccccc3)c2C)c1
 : 2.8, 97.0, 103.2, 105.2, 95.5, -1.6, 0.2, 103.3
> O=C(c1ccc2c(=O)n3c(nc2c1)CCCCC3)N1CCN(Cc2ccccc2)CC1
 : -0.7, 100.6, 105.6, 100.1, 106.9, 10.1, -2.8, 104.5
> Cc1ccc(N(Cc2cc3ccc(C)cc3[nH]c2=O)S(C)(=O)=O)c(C)c1
 : 1.3, 100.1, 94.1, 99.6, 95.7, 5.7, 3.7, 89.4
> CSc1ncc(CN2CCN(C3CCCCC3)C(CCO)C2)cn1 (stereo not drawn)
 : 6.4, 102.7, 98.0, 100.7, 96.2, 4.8, 0.3, 96.5
> CCCN1C(=O)/C(=C/C=C2\N(CC)c3ccccc3C2(C)C)SC1=S
 : -5.0, 100.3, 95.2, 103.4, 98.8, -9.1, 1.8, 101.2
> CC(NC(=O)c1ccccc1NC(=O)c1ccncc1)c1ccccc1 (stereo not drawn)
 : -5.3, 99.3, 102.0, 95.9, 96.1, -0.4, 4.6, 99.5
> CCSc1nnc(-c2cc3c(s2)-c2ccccc2CC3)o1
 : 16.1, 101.2, 99.6, 113.9, 109.5, 18.8, 62.1*, 99.8
> Cc1cccc(C)c1NC(=O)N1CCC(c2nc3ccccc3o2)CC1
 : -3.5, 101.0, 98.9, 106.9, 92.7, -2.9, -3.4, 98.6
> O=C(c1ccco1)N1CCN(Cc2ccc(F)cc2)CC1
 : 2.0, 98.5, 97.9, 95.9, 98.3, 0.5, -0.5, 97.4
> COc1cc(/C=N/NC(=O)c2ccc(NS(=O)(=O)c3cccs3)cc2)cc(OC)c1O
 : 2.6, 111.5, 113.2, 104.6, 125.9, -6.1, 1.7, 115.7
> COC(=O)N/N=C/c1c(C)c(C(=O)c2ccc(F)cc2)n2ccccc12
 : 4.8, 104.3, 98.9, 97.5, 89.3, -1.2, 85.8*, 96.5
> Cc1occc1C(=O)N/N=C/c1sc(N2CCOCC2)nc1-c1ccccc1
 : -0.7, 89.3, 96.5, 108.6, 85.1, 3.7, 12.7, 86.8
> CCOc1ccc(NC(=O)CCC(=O)c2ccc(-c3ccccc3)cc2)cc1
 : 8.2, 98.1, 99.1, 102.6, 103.4, -9.7, 1.6, 96.5
> O=C(NCc1ccncc1)C(=O)NC1CC1
 : -2.8, 102.2, 99.1, 101.4, 97.0, -2.8, -0.8, 100.6
> Cn1c(=O)[nH]c(=O)c2c1nc(SCC(N)=O)n2Cc1cccc(Br)c1
 : -1.7, 102.2, 101.2, 95.2, 105.5, 9.4, 7.1, 104.2
> COc1ccc(OCC(=O)Nc2c3c(nn2C(C)(C)C)CSC3)cc1
 : 1.1, 93.5, 110.8, 98.3, 97.7, -3.8, -2.7, 101.6
> CCOCCCNC(=O)CCn1nc(-c2ccc(Cl)cc2)ccc1=O
 : 4.8, 99.2, 102.7, 93.0, 101.3, -7.1, 4.1, 110.7
> Cc1nc2nc(CCc3ccccc3)nn2c(C)c1Cl
 : 2.5, 102.6, 97.8, 112.8, 104.5, 6.3, 0.3, 107.8
> O=C(Cn1cnc2cc([N+](=O)[O-])ccc2c1=O)Nc1ccc2c(c1)OCO2
 : -6.0, 102.9, 96.2, 99.2, 92.0, 9.6, 33.9, 98.6
> CCC(C)c1ccc(NC(=S)NCCn2cc(Br)cn2)cc1 (stereo not drawn)
 : 1.9, 96.0, 92.4, 99.3, 94.6, 0.3, 13.9, 98.7
> O=C(Nc1nnc(-c2ccco2)o1)c1ccc2ccccc2c1
 : 2.1, 119.6, 96.3, 101.2, 93.0, 10.2, 0.4, 91.4
> Cc1cc(/C=C(/C#N)c2nc3ccccc3[nH]2)c(C)n1-c1cccc([N+](=O)[O-])c1
 : -4.1, 102.0, 99.6, 99.4, 102.0, 1.5, -4.7, 100.6
> CC(NC(=O)C1CCCN(S(=O)(=O)c2ccc(-n3cnnn3)cc2)C1)c1ccc(F)cc1 (stereo not drawn)
 : -2.3, 89.8, 94.6, 83.4, 97.5, -2.4, -1.1, 86.6
> O=C(O)c1ccccc1NCc1cccs1
 : -2.2, 89.9, 99.5, 92.4, 84.3, -1.3, -0.4, 95.6
> Cn1c2ccc(F)cc2c2ncn(CC3CCCO3)c(=O)c21 (stereo not drawn)
 : 9.9, 106.3, 93.9, 113.8, 95.2, -1.3, 5.8, 90.8
> CC1=NN(c2cccc(F)c2)C(=O)/C1=C/c1ccc(N(C)C)cc1
 : -10.6, 101.4, 98.4, 98.0, 99.2, -7.5, 2.8, 102.2
> C#CCNC(=O)C1=C[C@H](c2ccccc2)C[C@H](OCCCCO)O1
 : 3.6, 92.6, 96.0, 134.9, 108.5, 1.3, -2.7, 85.5
> O=C(NCc1cccc(Cl)c1)C1CCCN(c2ncnc3c2nc2n3CCCCC2)C1 (stereo not drawn)
 : -9.2, 93.6, 98.6, 89.3, 91.6, 5.0, 1.3, 97.8
> COc1ccc(CNC(=O)C2CCN(S(=O)(=O)c3ccccc3)CC2)cc1
 : -6.9, 103.2, 101.8, 102.6, 97.2, 1.8, 1.6, 101.2
> Cc1nnc(NC(=O)CC(NC(=O)C(F)(F)F)c2ccccc2)s1 (stereo not drawn)
 : -5.5, 103.7, 105.0, 94.2, 104.3, -0.7, 6.5, 107.6

Quoted at random: 2 compounds from above
Second line of a record – procasp3 activ, AGP1 TOR yeast, RPL19A TOR yeast, LAP4 TOR yeast, CIT2-GFP yeast, procasp7 counter, AHR activator, MEP2 TOR yeast
> Cn1c(=O)[nH]c(=O)c2c1nc(SCC(N)=O)n2Cc1cccc(Br)c1
 : -1.7, 102.2, 101.2, 95.2, 105.5, 9.4, 7.1, 104.2
> CCSc1nnc(-c2cc3c(s2)-c2ccccc2CC3)o1
 : 16.1, 101.2, 99.6, 113.9, 109.5, 18.8, 62.1*, 99.8

Assay outcomes: PubChem BioAssay, several laboratories
